Bioassay records (PubChem)
SDO1 yeast rescue = restores growth of sdo1-depleted yeast; hit rate 0.21% among 140,000; S. cerevisiae sdo1-depleted JHY4D growth rescue, OD600 30 h; stronger effect = higher value; pdr5 snq2 efflux-pump mutant strain; z-score at 10 µM;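 active means z-score above 3 at both the 24 hr and the 30 hr optical density reads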;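 further: z-score against mean and SD of all compound wells on the same plate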
INS promoter inh = TRM-6 insulin promoter activity inhibition | inhibition, % at 2 µM | hit rate 0.9% among 130,000 | TRM-6 cells (human fetal islet line), insulin promoter-eGFP reporter, imaging; reporter expression induced with tamoxifen;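 active means inhibition above the mean plus 3 SD, with well images judged a real hit on visual review, cut at about 60% in these data, passing the limit was not always enough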
SDO1 yeast rescue Rescue 24 h = further read-out of SDO1 yeast rescue, marked with its call; z-score; S. cerevisiae sdo1-depleted JHY4D growth rescue, OD600; measured here: growth rescue at 24 h;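 0 is the plate mean of compound wells and units are plate SD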
Active calls of the source: *; . = not tested or not shown.

SMILES	SDO1 yeast rescue	SDO1 yeast rescue Rescue 24 h	INS promoter inh
COc1ccc(N2CCN(C(=O)CCNS(=O)(=O)c3ccc4c(c3)CCC(=O)N4)CC2)cc1	-0.52	-0.77	37
CCc1ccccc1NC(=O)Cn1nnc(-c2cccs2)n1	0.1	2.3	.
CCCn1c(=O)c2c(c3ccccc31)OCC(=O)N2	1	0.48	-9
O=C(CCc1nc2ccccc2c(=O)[nH]1)OCC(=O)c1ccc(C2CCCCC2)cc1	-0.38	-0.59	0
O=C(NC1=NCCS1)c1cccc(N2C(=O)c3ccccc3C2=O)c1	.	.	-35
COc1ccc(C(C)N2CC34C=CC(O3)C(C(=O)O)C4C2=O)cc1 (stereo unspecified)	0.14	-0.47	38
Cc1cc(C)c(C#N)c(SCC(=O)Nc2ccc3c(c2)OCO3)n1	0.38	0.32	16
CCn1c(C(=O)N2CCCC(C(=O)NCCc3ccc(C)cc3)C2)cc2sccc21 (stereo unspecified)	-0.18	0.73	.
COCCCN(C(=S)Nc1cc(Cl)cc(Cl)c1)C(C)c1ccncc1 (stereo unspecified)	-1.5	-1.4	23
COc1ccc(CCNC(=O)COc2cc(=O)n(C)c3ccccc23)cc1OC	.	.	-20
COc1cccc(/C=N/NC(=O)CSCC(=O)Nc2ccccc2)c1O	-0.03	-0.88	-28
N#CCCN1CCN(C(=S)c2ccc(-c3cc(Cl)ccc3Cl)o2)CC1	-1.6	-0.88	-18
O=C(CN(CCc1ccccc1)C(=O)CNS(=O)(=O)c1ccc(F)cc1)NCc1ccco1	0.94	0.31	-36
CC(C)Oc1ccccc1/C=N/Nc1ccccc1[N+](=O)[O-]	-0.79	-1	55
CC(=O)c1cnc(SCCN2C(=O)c3ccccc3C2=O)nc1C	-0.32	-1.2	47

Profiles from above:
Results for O=C(CCc1nc2ccccc2c(=O)[nH]1)OCC(=O)c1ccc(C2CCCCC2)cc1 : SDO1 yeast rescue: -0.38; SDO1 yeast rescue Rescue 24 h: -0.59; INS promoter inh: 0
Results for CC(=O)c1cnc(SCCN2C(=O)c3ccccc3C2=O)nc1C : SDO1 yeast rescue: -0.32; SDO1 yeast rescue Rescue 24 h: -1.2; INS promoter inh: 47
Results for CCCn1c(=O)c2c(c3ccccc31)OCC(=O)N2 : SDO1 yeast rescue: 1; SDO1 yeast rescue Rescue 24 h: 0.48; INS promoter inh: -9

The main list resumes, starting five compounds before the break.
SMILES	SDO1 yeast rescue	SDO1 yeast rescue Rescue 24 h	INS promoter inh
COc1cccc(/C=N/NC(=O)CSCC(=O)Nc2ccccc2)c1O	-0.03	-0.88	-28
N#CCCN1CCN(C(=S)c2ccc(-c3cc(Cl)ccc3Cl)o2)CC1	-1.6	-0.88	-18
O=C(CN(CCc1ccccc1)C(=O)CNS(=O)(=O)c1ccc(F)cc1)NCc1ccco1	0.94	0.31	-36
CC(C)Oc1ccccc1/C=N/Nc1ccccc1[N+](=O)[O-]	-0.79	-1	55
CC(=O)c1cnc(SCCN2C(=O)c3ccccc3C2=O)nc1C	-0.32	-1.2	47
COc1ccc(CCNc2nc(-c3sc(N)nc3C)cs2)cc1OC	0.34	0.15	-91
FC(F)(F)c1cnc(Oc2ccccc2-c2nnc(-c3ccc(Cl)cc3)o2)c(Cl)c1	-0.48	-0.83	14
O=C(NCC1CCCO1)c1ccc(NC(=O)C2CCCCC2C(=O)O)cc1 (stereo unspecified)	-0.16	-0.56	-12
CC1CCN(CC(O)COC2CCC(C(C)(C)C)CC2)CC1 (stereo unspecified)	-2.4	-1.4	-14
CCN(CC)C(=O)Sc1cccc2cccnc12	0.01	-0.53	.
C/C=C/c1ccc(OCCCCOc2ccccc2F)c(OC)c1	-0.29	-0.16	-107
Cc1cccc(C)c1NC(=O)CSc1nnc([C@@H]2CCCN2C(=O)OC(C)(C)C)o1	0.3	0.12	-4
CC1(C)CC(=NO)CC(C)(C)N1	1.6	1.9	.
Cc1ccc(C)c(NC(=S)NNC(=O)c2csc3c2CCC(C)C3)c1 (stereo unspecified)	-1.5	-1.2	37
COC(=O)NNC(=O)C12CC3CC(CC(C3)C1)C2	1.2	0.84	.
CCN(c1ccccc1)S(=O)(=O)c1cc(NC(=O)Nc2ccccc2C#N)ccc1Cl	-0.35	-0.7	-26
CCc1nnc(NC(=O)COC(=O)CN2C(=O)c3ccccc3C2=O)s1	0.72	0.47	16
CCc1sc(N(C(=O)Cc2ccccc2)c2ccccc2F)nc1-c1ccc(C)cc1	-0.51	-0.53	.
Cc1cc(O)c(C(C)C)cc1N=C1CSC(=O)N1	0.51	0.16	.
O=C(Cn1cnc2c(cnn2-c2ccccc2)c1=O)N1CCN(c2ccc(F)cc2)CC1	-0.75	0.47	.
C=CCNC(=O)c1onc(CSc2ccc(C)c(C)c2)c1C(=O)O	0.09	-0.46	57
CCCCOC(=O)C1=C(C)NC2=C(C(=O)CCC2)C1c1cc(OC)ccc1OC (stereo unspecified)	-0.51	0.47	.
CN(CC/C=C1/c2ccccc2CSc2ccccc21)CCCO	-0.17	-0.18	-31
O=C(O)CCCSc1nccn1-c1ccccc1	.	.	-18
CC1CC1C(=O)Nc1nc(-c2ccc(Cl)s2)cs1 (stereo unspecified)	.	.	17
O=C(CSC(=S)N1CCOCC1)Nc1nc(-c2ccccc2)c(-c2ccccc2)o1	-0.84	-0.62	3
O=C(Nc1ccc2c(c1)OCO2)[C@@H]1[C@@H]2C(=O)N(C3CCCCC3)C(=O)[C@@H]2C2c3ccccc3C=CN21 (stereo partly specified)	0.9	0.55	.
O=C(CCn1c(=O)sc2ccccc21)NC1=NCCS1	0.12	-0.3	-3
O=S(=O)(NCc1cccnc1)c1ccc(Cl)c(Cl)c1	-0.58	-0.43	9
CCCN1CC=C2C(C#N)=C(N)C(C#N)(C#N)C(c3cccc(OC)c3OC)C2C1 (stereo unspecified)	-0.77	-1.3	-212
COc1ccc(NC(=O)COC(=O)CCCc2c[nH]c3ccccc23)cc1OC	-0.1	0.11	-37
CC1=NOC(=O)/C1=C\c1ccc(-c2ccc(Br)cc2)o1	.	.	25
O=C(c1ccc(-c2ccccc2)cc1)N1CCN(c2ccccn2)CC1	.	.	-20
COc1ccc(NC(C)C(=O)Nc2ccc(C#N)cc2)cc1Cl (stereo unspecified)	-0.48	-0.26	48
Cc1nc(-c2coc3cc(OCC(=O)O)ccc3c2=O)cs1	0.58	-0.2	.

Sorted by the number under INS promoter inh (ascending): three of the compounds above
SMILES	SDO1 yeast rescue	SDO1 yeast rescue Rescue 24 h	INS promoter inh
COc1ccc(NC(=O)COC(=O)CCCc2c[nH]c3ccccc23)cc1OC	-0.1	0.11	-37
CC1=NOC(=O)/C1=C\c1ccc(-c2ccc(Br)cc2)o1	.	.	25
COc1ccc(NC(C)C(=O)Nc2ccc(C#N)cc2)cc1Cl (stereo unspecified)	-0.48	-0.26	48

Continuation.
SMILES	SDO1 yeast rescue	SDO1 yeast rescue Rescue 24 h	INS promoter inh
CC(C)CN(C(=O)COC(=O)CNC(=O)c1ccccc1F)C1CCS(=O)(=O)C1 (stereo unspecified)	.	.	25
Cc1ccc(C(=O)Nc2ccc(Cl)cn2)cc1S(=O)(=O)N1CCOCC1	-0.77	-0.45	-5
O=C(NC1=NCCS1)c1sc2cc(Cl)cc(Cl)c2c1Cl	-0.89	-0.09	-29
C=C1C(C(=O)N2CCN(C)CC2)C1C(=O)N1CCN(C)CC1 (stereo unspecified)	1.8	1.4	36
CCOC(=O)C(C)Oc1cccc2c(=O)n(CC(=O)N3CCc4ccccc43)ccc12 (stereo unspecified)	-0.14	0.04	.
O=C(CSc1nnc(-c2cccnc2)n1CCN1CCCCC1)Nc1cccc(Cl)c1	-0.28	-0.41	-42
COc1cc(/C=N/NC(N)=S)cc(Br)c1OCc1ccccc1F	-2	-0.91	53
O=C(NCc1ccncc1)Nc1cccc(Cl)c1	0.57	0.51	4
COC(=O)c1cccc(NS(C)(=O)=O)c1C	-0.44	-0.98	-3
CCOC(=O)c1cc2c(n(-c3ccc(C)cc3)c1=O)CCCC2=O	-0.08	-0.99	.
CCN1CCN(C(=O)CN(C)S(=O)(=O)c2cc(C)ccc2OC)CC1	.	.	-13
CC(=O)Nc1cccc(Oc2ncnc3scc(-c4ccc(C(C)C)cc4)c23)c1	-1.4	-1.4	20
Cc1cccc(C)c1OCCCCn1cnc2ccccc2c1=O	-0.52	-0.38	-140
Cc1cc(-c2n[nH]c(=S)n2/N=C/C(Cl)=C/c2ccccc2)n[nH]1	-0.92	-0.67	.
O=C(Nc1ccc(NC(=O)c2ccco2)nc1)c1ccco1	.	.	-42
CC(C)C(NC(=O)OCc1ccccc1)C(=O)OCC(=O)N1CCCCC1 (stereo unspecified)	0.36	0.25	.
Cc1cc(C(=O)CN2C(=O)c3ccccc3C2=O)c(C)n1Cc1cccs1	-0.71	0.64	30
FC(F)Oc1ccccc1C1CC(c2ccc(Br)s2)Nc2ncnn21 (stereo unspecified)	-1.2	0.47	-32
CCc1ccc(CCC(=O)Nc2ncc(Cc3ccccc3Cl)s2)o1	-0.42	0.04	22
COc1cc(CCC(=O)OCC(=O)Nc2ccccc2C(C)C)cc(OC)c1OC	1.2	0.83	.
O=C(Cn1c(C(F)(F)F)nc2ccccc21)Nc1ccccc1C(=O)O	.	.	-31
CN(c1ccccc1)c1nc(N)c(C#N)c(CC#N)c1C#N	1.4	1.8	.
Cc1ccc(N=C2SCCCN2C(=O)c2ccco2)cc1Cl	0.03	-0.26	3
CCSc1nnc(NC(=O)CCc2ccccc2)s1	-0.62	-0.31	-27
COc1ccc(C)c2sc(N3CCCC3)nc12	-1.6	-1.8	.
OC1CN=C2C=CC=CN2C1 (stereo unspecified)	-0.21	-1.2	43
CC1CCCN(c2ccc(C(=O)NCc3ccc4c(c3)OCO4)cc2[N+](=O)[O-])C1 (stereo unspecified)	0.74	0.77	.
O=C(CSc1ccc(-c2ccco2)nn1)N1CCCCC1	.	.	0
Fc1cccc(Cl)c1/C=N/Nc1c(Cl)cncc1Cl	0.29	1.6	25
O=C(Nc1nnc(SCc2ccccc2)s1)c1cccc([N+](=O)[O-])c1	0.46	0.63	.
O=C(C1COc2ccccc2O1)N1CCN(c2ccccc2)CC1 (stereo unspecified)	-2.1	-1.1	-12
Cc1ccc(NC(=O)CSc2ncn[nH]2)cc1	.	.	-83
NC(=O)c1oc2ccccc2c1NC(=O)C1CCCCC1	0.61	1.3	57
COC(=O)CNC(=O)c1c(-c2c(Cl)cccc2Cl)noc1C	1.3	0.63	58
CCN1C(=O)C(CC(=O)Nc2cc(C)ccc2C)SC1=Nc1ccc(S(N)(=O)=O)cc1 (stereo unspecified)	0.91	0.71	.
COCCCNc1nc(-c2ccncc2)nc2ccccc12	0.04	-0.18	.
CC1SCC(=O)N(CC(=O)Nc2ccc3c(c2)OCCO3)C1=O (stereo unspecified)	.	.	-6
COc1cc(C(=O)O/N=C2\C=CC(=O)C=C2C)cc(OC)c1OC	0.07	-0.9	.
O=C(CCn1c2c(c3ccccc31)CCCC2)NNC(=O)c1ccccc1[N+](=O)[O-]	1.5	1.8	.
CCn1c(=O)c(C(=O)CN2CCN(Cc3ccc4c(c3)OCO4)CC2)c(N)n(Cc2ccccc2)c1=O	.	.	27
CN(CCO)c1c2c(nc3cc(-c4cccc(F)c4)nn13)CCCC2	-0.97	-0.3	-95
COc1cccc(CNC(=O)Nc2cccs2)c1	0.33	-0.23	-72
CCCCC1CCC(C(=O)NCc2ccc3c(c2)OCO3)CC1 (stereo unspecified)	-0.81	-0.07	3
O=C(Oc1ccccc1)n1c(=S)oc2ccccc21	0.33	-0.96	-10
Cc1cccc(C(=O)NCCN2CCN(c3ccccc3)CC2)c1	-0.91	-1.2	11
Cc1ccc(Cn2nnc3c(=O)n(Cc4cc(C)ccc4C)cnc32)cc1	-0.79	-1.3	50
CCc1cccc(NC(=O)C2CCN(S(=O)(=O)c3c(C)noc3C)CC2)c1	.	.	-70
Cc1ccc(Cl)cc1N(Cc1ccc(C(=O)NCc2cccnc2)cc1)S(=O)(=O)c1ccccc1	-0.54	-1.2	15

Not all compounds are listed (hit frequency here may not be typical).
